Screening data from PubChem BioAssay.
U2OS ROS induce – raises reactive oxygen species in U2OS cancer cells. U2OS ROS induction, H2DCF-DA fluorescence. hit rate 2% among 46,000. AID 624156. ROS induction (% of piperlongumine), % at 10 µM; in the data active = ROS induction above about 79%, passing the limit was not always enough; inconclusive = no clear call, values can overlap the other calls;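 note: 0% = DMSO vehicle median and 100% = reference compound median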
* hit, by the source's call; ? = inconclusive. Some of the compounds tested. The share of hits here may be higher or lower than overall.

> Cc1nc2c([nH]1)C(c1ccc(C(C)C)cc1)C(C#N)=C(N)O2 (centres undefined)
  U2OS ROS induce: -11

> Cc1noc(C)c1NC(=O)Nc1ccc2c(c1)C(=O)N([C@H](C)CO)C[C@H](C)[C@H](CN(C)C(=O)Nc1c(C)noc1C)OCCCC[C@@H](C)O2
  U2OS ROS induce: -11

> C[C@H]1CN([C@@H](C)CO)C(=O)Cc2cc(NC(=O)Nc3ccc(F)cc3)ccc2O[C@@H]1CN(C)Cc1ccccc1
  U2OS ROS induce: 15

> CC(C(=O)Nc1cccnc1)N(c1ccc(Cl)cc1)S(C)(=O)=O (centres undefined)
  U2OS ROS induce: -7

> CSc1c(C#N)c(-c2cc(C(C)(C)C)oc2C)nn1-c1ccccc1
  U2OS ROS induce: -8

> O=C(CCc1nc(-c2ccccc2F)no1)Nc1cccnc1
  U2OS ROS induce: -21

> C[C@H](CO)N1C[C@H](C)[C@H](CN(C)S(=O)(=O)c2ccc(C#N)cc2)Oc2ncc(C#CCN(C)C)cc2C1=O
  U2OS ROS induce: -1

> N#Cc1ccc(Oc2ccc(C(=O)OCc3cccc(C(=O)c4ccccc4)c3)cc2)cc1C#N
  U2OS ROS induce: -9

> CN(Cc1ccccc1)C(=O)Cc1ccccc1
  U2OS ROS induce: -4

> C[C@H](CO)N1C[C@H](C)[C@H](CN(C)S(=O)(=O)c2ccc(Cl)cc2)Oc2ccc(NC(=O)Cc3ccccc3)cc2CC1=O
  U2OS ROS induce: 21

> COc1ccccc1NC(=O)CN(c1ccccc1)S(C)(=O)=O
  U2OS ROS induce: -3

> CC(C)(C)NCC(O)c1ccc(O)c(CO)c1 (centres undefined)
  U2OS ROS induce: -2

> Cc1noc(C)c1S(=O)(=O)Nc1ccc2c(c1)CC(=O)N([C@H](C)CO)C[C@H](C)[C@H](CN(C)S(=O)(=O)c1ccccc1)O2
  U2OS ROS induce: 7

> COc1cc2ccc(=O)oc2c(OC(C)=O)c1OC(C)=O
  U2OS ROS induce: 16

> COC(=O)CC(O)(CCCC(C)(C)O)C(=O)O[C@@H]1C(OC)=C[C@]23CCCN2CCc2cc4c(cc2[C@@H]13)OCO4 (some centres undefined)
  U2OS ROS induce: -1

> CC(C(=O)NC1CCCC1)n1c2ccccc2c2cnn(C)c(=O)c21 (centres undefined)
  U2OS ROS induce: -10

> C[C@H]1CN([C@@H](C)CO)C(=O)Cc2cc(NS(=O)(=O)c3ccccc3)ccc2O[C@@H]1CN(C)Cc1ccccc1
  U2OS ROS induce: 16

> C[C@@H]1CCCCO[C@H](CN(C)C(=O)C2CCCCC2)[C@@H](C)CN([C@H](C)CO)C(=O)c2cc(NS(=O)(=O)c3ccc(F)cc3)ccc2O1
  U2OS ROS induce: 40

> Clc1ccccc1/C=N/c1c(-c2ccco2)nc2ccccn12
  U2OS ROS induce: ?

> CC/C=C\[C@H](O)[C@H](O)C1=C(C)C(=O)[C@]2(O1)C(=O)N[C@@](OC)(C(=O)c1ccccc1)C2O (some centres undefined)
  U2OS ROS induce: -2

> CCc1ccc(NC(=O)NC(C)(C)C)cc1
  U2OS ROS induce: -11

> C[C@H](CO)N1C[C@H](C)[C@@H](CN(C)C(=O)Nc2cccc3ccccc23)Oc2c(NC(=O)c3ccncc3)cccc2C1=O
  U2OS ROS induce: -6

> CNC[C@@H]1Oc2c(NS(=O)(=O)c3ccc(C)cc3)cccc2C(=O)N([C@H](C)CO)C[C@@H]1C
  U2OS ROS induce: -9

> Cc1ccc(S(=O)(=O)N(C)C[C@H]2Oc3c(NC(=O)C4CC4)cccc3C(=O)N([C@H](C)CO)C[C@H]2C)cc1
  U2OS ROS induce: -3

> CC1(C)CC(=O)C2=C(C1)c1c(ccc3ncccc13)NC2C1CC=CCC1 (centres undefined)
  U2OS ROS induce: 13

> CC(C)NC(=O)Nc1ccc2c(c1)C(=O)N([C@H](C)CO)C[C@H](C)[C@H](CN(C)Cc1ccncc1)OCCCC[C@@H](C)O2
  U2OS ROS induce: -4

> CC(C)NC(=O)Nc1cccc2c1O[C@H](CN(C)C(=O)Nc1cccc3ccccc13)[C@@H](C)CN([C@@H](C)CO)C2=O
  U2OS ROS induce: 0

> COc1ccc(OC)c(Nc2nc(-c3cccc(Cl)c3)c3c(n2)-c2ccccc2OC3)c1
  U2OS ROS induce: -5

> COC(=O)/C=c1\sc2ncnn2c1=O
  U2OS ROS induce: -1

> O=C(O)COc1ccc(Cl)cc1C1C2=C(CCCC2=O)NC2=C1C(=O)CCC2
  U2OS ROS induce: -23

> COc1ccc(-c2cnc3c(c2)C(=O)N([C@H](C)CO)C[C@H](C)[C@H](CN(C)S(=O)(=O)c2cccs2)O3)cc1
  U2OS ROS induce: 44

> COc1ccc(NC(=O)N(C)C[C@@H]2Oc3c(NC(=O)C4CCCCC4)cccc3C(=O)N([C@H](C)CO)C[C@H]2C)cc1
  U2OS ROS induce: -2

> C[C@@H]1CN([C@H](C)CO)C(=O)c2cccc(NC(=O)Nc3ccc4c(c3)OCO4)c2O[C@@H]1CN(C)S(=O)(=O)c1ccc(Cl)cc1
  U2OS ROS induce: 1

> C[C@@H]1CN([C@@H](C)CO)C(=O)CCCn2cc(nn2)CO[C@@H]1CN(C)Cc1ccc2c(c1)OCCN2C
  U2OS ROS induce: -3

> Cc1ccc(C(=O)/C(=C/N(C)C)Sc2ccc(C(F)(F)F)cn2)cc1
  U2OS ROS induce: -15

> C[C@@H](O)[C@@H](O)[C@@H](O)C/C=N/NC(=O)c1ccccn1
  U2OS ROS induce: 16

> C[C@@H]1CN([C@@H](C)CO)C(=O)Cc2cc(NC(=O)CCN3CCOCC3)ccc2O[C@@H]1CN(C)C(=O)Nc1ccccc1
  U2OS ROS induce: 3

> C=CCNC(=O)[C@H]1[C@@H]2C(=O)O[C@@H](c3ccccc3)[C@@H](c3ccccc3)N2[C@@H](c2ccccc2OCCO)[C@]12C(=O)N(C(=O)OCCOC)c1ccccc12
  U2OS ROS induce: 178*

> Cc1ccc(NC(=O)CC2Sc3ccc(C(F)(F)F)cc3NC2=O)c([N+](=O)[O-])c1 (centres undefined)
  U2OS ROS induce: -3

> O=C(CC(C(=O)O)N1CCCCC1)Nc1cccc(Cl)c1 (centres undefined)
  U2OS ROS induce: -3

> CCOC(=O)c1c(SC)nc2c(C(F)(F)F)cccc2c1Oc1ccc(OC)cc1
  U2OS ROS induce: 36

> CCCNS(=O)(=O)c1ccc2c(c1)SCC(=O)N2
  U2OS ROS induce: -5

> COc1cccc(NC(=O)N(C)C[C@@H]2OCc3cnnn3CCCC(=O)N([C@H](C)CO)C[C@@H]2C)c1
  U2OS ROS induce: -8

> Cc1ccc(S(=O)(=O)Nc2ccc3c(c2)C(=O)N([C@@H](C)CO)C[C@H](C)[C@H](CN(C)Cc2ccccc2)O3)cc1
  U2OS ROS induce: 4

> O=C1OC(c2ccccc2)=N/C1=C\C=C\c1ccccc1
  U2OS ROS induce: 21

> CC(C)NC(=O)Nc1ccc2c(c1)C(=O)N([C@@H](C)CO)C[C@@H](C)[C@@H](CN(C)Cc1ccc(Oc3ccccc3)cc1)O2
  U2OS ROS induce: 18

> CSc1nc(N)nc(SCC(=O)Nc2cccc(F)c2)c1C#N
  U2OS ROS induce: 24

> O=c1c(-c2cc(O)c(O)c(O)c2)coc2cc(O)c(O)c(O)c12
  U2OS ROS induce: -18

> COc1ccc([N+](=O)[O-])cc1NC(=O)COc1ccc(C(C)(C)C)cc1
  U2OS ROS induce: 40

> CCSc1ccc2nnc(CCNC(=O)c3ccccc3)n2n1
  U2OS ROS induce: -11

The listing continues.
smiles,U2OS ROS induce
C[C@H](CO)N1C[C@H](C)[C@@H](CN(C)Cc2ccc(Oc3ccccc3)cc2)Oc2ccc(NC(=O)NC3CCCCC3)cc2C1=O,87*
O=C(CCCCCC(=O)Nc1ccccc1O)N/N=C/c1ccc(OCCO)cc1,6
COc1ccc(NC(=O)CCn2nc(-c3ccccc3)c3ccccc3c2=O)cc1C(N)=O,17
C[C@H](CO)N1C[C@H](C)[C@H](CN(C)Cc2ccc(Cl)c(Cl)c2)Oc2ccc(NC(=O)Nc3cccc4ccccc34)cc2CC1=O,9
Cc1ccc(S(=O)(=O)Nc2ccc3c(c2)CC(=O)N([C@H](C)CO)C[C@H](C)[C@H](CN(C)C(=O)Nc2ccc(F)cc2)O3)cc1,2
Cc1ccc(S(=O)(=O)N(C)C[C@@H]2Oc3c(NC(=O)c4ccc(-c5nccs5)cc4)cccc3C(=O)N([C@H](C)CO)C[C@@H]2C)cc1,-2
C[C@H]1CN([C@@H](C)CO)C(=O)c2cc(NS(=O)(=O)c3cccs3)ccc2O[C@@H]1CN(C)C(=O)NC1CCCCC1,-19
Cc1ccc(N(C(C)C(=O)Nc2ccc3c(c2)OCCO3)S(C)(=O)=O)cc1 (centres undefined),-6
COc1ccc(C(=O)CSc2nnc(-c3ccccc3Cl)n2C)cc1OC,3
COc1ccc(S(=O)(=O)Nc2ccc3c(c2)C(=O)N([C@@H](C)CO)C[C@H](C)[C@@H](CN(C)Cc2ccc(-c4ccccc4)cc2)O3)cc1,128*
Cc1ccc(S(=O)(=O)Nc2ccc3c(c2)CC(=O)N([C@H](C)CO)C[C@@H](C)[C@@H](CN(C)C(=O)Nc2cccc4ccccc24)O3)cc1,9
NCCCCCCNS(=O)(=O)c1cccc2ccccc12,-4
Cc1ccc(CNCc2c(C(=O)O)c(C)n(Cc3ccccc3)c2C)cc1,-12
Cc1c(/C=C/c2ccc(Cl)cc2Cl)c(=O)n(-c2ccccc2)n1C,60
C[C@@H]1CN([C@H](C)CO)C(=O)CCCn2cc(nn2)CO[C@H]1CN(C)Cc1ccc(C(=O)O)cc1,-2

(listing goes on)
smiles,U2OS ROS induce
C[C@@H]1CN([C@@H](C)CO)C(=O)Cc2cc(NC(=O)Cc3cn(C)c4ccccc34)ccc2O[C@@H]1CN(C)Cc1ccc(C(=O)O)cc1,16
C[C@@H]1CN([C@H](C)CO)C(=O)Cc2cc(NC(=O)CCCCCC(=O)Nc3ccccc3N)ccc2O[C@H]1CN(C)S(C)(=O)=O,-3
COc1ccc(S(=O)(=O)N(C)C[C@@H]2Oc3c(NS(=O)(=O)c4ccc(F)cc4)cccc3C(=O)N([C@@H](C)CO)C[C@H]2C)cc1,-18
Cc1noc(C)c1NC(=O)N(C)C[C@@H]1OCCCC[C@@H](C)Oc2ccc(NC(=O)Nc3ccc(F)cc3)cc2C(=O)N([C@H](C)CO)C[C@@H]1C,75
C[C@H](CO)N1C[C@H](C)[C@@H](CN(C)C(=O)Nc2ccc3c(c2)OCO3)OCc2cnnn2CCCC1=O,10
Cc1cccc(-n2c(N)cc(=O)nc2SCC(=O)Nc2ccc3ccccc3c2)c1,33
C[C@@H]1CN([C@H](C)CO)C(=O)Cc2cc(NC(=O)Nc3cccc4ccccc34)ccc2O[C@@H]1CN(C)Cc1ccc(Oc2ccccc2)cc1,28
C[C@H]1CN([C@@H](C)CO)C(=O)c2cccc(NC(=O)Nc3ccc(F)cc3)c2O[C@H]1CN(C)C(=O)NC1CCCCC1,?
COc1ccc(S(=O)(=O)N(C)C[C@H]2Oc3c(NC(=O)c4nc5ccccc5s4)cccc3C(=O)N([C@@H](C)CO)C[C@@H]2C)cc1,14
COc1ccc(S(=O)(=O)Nc2ccc3c(c2)CC(=O)N([C@@H](C)CO)C[C@@H](C)[C@@H](CN(C)Cc2ccc(-c4ccccc4)cc2)O3)cc1,0
O=C1CC(c2ccccc2)N(c2ccc(Cl)cc2Cl)C(=S)N1 (centres undefined),5
O=C1CSCC(=O)N1c1cccnc1,26
NC(=O)CN1C(=O)C(O)(C2CCc3ccccc3C2=O)c2ccccc21 (centres undefined),-2
C[C@H](CO)N1C[C@H](C)[C@@H](CN(C)C(=O)Nc2ccc(F)cc2)Oc2c(NC(=O)c3nc4ccccc4s3)cccc2C1=O,13
Cc1noc(C)c1NC(=O)N(C)C[C@H]1Oc2c(NC(=O)c3nc4ccccc4s3)cccc2C(=O)N([C@H](C)CO)C[C@H]1C,9

Following part
smiles,U2OS ROS induce
C[C@@H]1CN([C@H](C)CO)C(=O)c2cccc(NC(=O)C3CC3)c2O[C@H]1CN(C)C(=O)Nc1ccc(F)cc1,-4
O=C(O)C1=NN(c2ccccc2)C(=O)/C1=C/c1cccs1,18
CCc1ccc(NC(=O)N2CCC(c3ccccc3)C2)cc1 (centres undefined),-4
COc1ccc(C)cc1N(CC(=O)Nc1ccc(I)cc1C)S(C)(=O)=O,18
O=C(COc1ccc(Br)cc1)Nc1cc(C(F)(F)F)ccc1N1CCOCC1,58
COc1ccc(NC(=O)O[C@@H](c2ccc(OC)c(O)c2)[C@H](CCO)OC)cc1,-8
C[C@@H]1CN([C@H](C)CO)C(=O)c2cc(NC(=O)Nc3ccccc3)ccc2O[C@H]1CN(C)Cc1ccc(-c2ccccc2)cc1,49
CSc1nnc(-c2ccc(S(=O)(=O)n3nc(C)cc3C)s2)n1C,7
O=C(N1CCOCC1)[C@@]1(Cc2ccccc2)N=C(c2ccc(OCCCO)cc2)O[C@H]1c1ccccc1,54
N#Cc1ccc(-c2ccncc2)nc1SCC(N)=O,-12
COc1ccc(-c2cc(-c3ccccc3)c(C#N)c(SC3CCCCC3O)n2)cc1 (centres undefined),41

Compounds listed so far containing a Cl atom (11):
smiles,U2OS ROS induce
CC(C(=O)Nc1cccnc1)N(c1ccc(Cl)cc1)S(C)(=O)=O (centres undefined),-7
C[C@H](CO)N1C[C@H](C)[C@H](CN(C)S(=O)(=O)c2ccc(Cl)cc2)Oc2ccc(NC(=O)Cc3ccccc3)cc2CC1=O,21
Clc1ccccc1/C=N/c1c(-c2ccco2)nc2ccccn12,?
COc1ccc(OC)c(Nc2nc(-c3cccc(Cl)c3)c3c(n2)-c2ccccc2OC3)c1,-5
O=C(O)COc1ccc(Cl)cc1C1C2=C(CCCC2=O)NC2=C1C(=O)CCC2,-23
C[C@@H]1CN([C@H](C)CO)C(=O)c2cccc(NC(=O)Nc3ccc4c(c3)OCO4)c2O[C@@H]1CN(C)S(=O)(=O)c1ccc(Cl)cc1,1
O=C(CC(C(=O)O)N1CCCCC1)Nc1cccc(Cl)c1 (centres undefined),-3
C[C@H](CO)N1C[C@H](C)[C@H](CN(C)Cc2ccc(Cl)c(Cl)c2)Oc2ccc(NC(=O)Nc3cccc4ccccc34)cc2CC1=O,9
COc1ccc(C(=O)CSc2nnc(-c3ccccc3Cl)n2C)cc1OC,3
Cc1c(/C=C/c2ccc(Cl)cc2Cl)c(=O)n(-c2ccccc2)n1C,60
O=C1CC(c2ccccc2)N(c2ccc(Cl)cc2Cl)C(=S)N1 (centres undefined),5
